SF-1 act: activates the human nuclear receptor SF-1 | Q13285 | CHO-K1 Gal4-SF-1 LBD luciferase reporter; % increase over DMSO SF-1-specific signal | activation, % at 10 µM | 65,000 tested, 1.9% active | AID 522;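 active = activation above the mean activation of all tested compounds plus 3 SD, cut at about 50% in these data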
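System: CHO-K1 cells with Gal4–hSF-1 LBD chimera plus Gal4-driven luciferase; quantity: 4,000 CHO-K1 cells per well; compound: one dose, 10 µM compound, 1% DMSO; times: 20 h compound treatment, 37 °C; measured by: SteadyLite luciferase luminescence; read-out: percent activation versus DMSO; benchmarks: DMSO and mock-transfected background; replicates: one test per compound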
M1 antagonist: blocks the rat M1 muscarinic receptor response to acetylcholine; AID 628; 64,000 tested, 3.4% active; B-score at 10 µM; CHO-M1 cells, Fluo-4 calcium, ACh EC80 antagonist mode; active compounds read low;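 active = calcium fluorescence response, raw or row-and-column corrected B-score, differing from the plate sample mean either way at a set confidence level, mostly lower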
Ecoli tolC: growth inhibitors of E. coli BW25113 tolC mutant; OD615; growth inhibition, % at 10 µM (by protocol); 65,000 tested, 2.2% active;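 active = growth inhibition at or above a cutoff equal to the mean over every tested compound plus 3 SD, cut at about 60% in these data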;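 also: growth measured after 20 h incubation at 37 °C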
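Test system: tolC-deleted E. coli BW25113; medium: LB with kanamycin 50 µg/mL; compound: single-point testing at 10 µM; incubation: 20 h compound exposure of bacteria at 37 °C; signal: OD at 615 nm; evaluation: growth inhibition in percent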
NADH coupling: inhibitors of enzymes used to reach an NAD/NADH endpoint. coupled PK/LDH NADH assays, four targets. IC50, µM (doses to about 10 µM), for the others: at the highest dose inhibition. 65,000 tested, 0.02% active. AID 774;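 active = single-dose screening hits from any of four coupled enzyme assays that gave an IC50 when retested across doses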;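 also: the DPM-DC format reads NADH fluorescence rather than 340 nm absorbance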
Jurkat tox 60K: cytotoxicity toward Jurkat cells; AID 463; 56,000 tested, 1.2% active; inhibition, % at 4 µM; Jurkat E6.1 viability, ATP luminescence, 48 h;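 active = inhibition above the mean inhibition of all tested compounds plus 3 SD, cut at about 28% in these data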
HEK293 NFkB inh: inhibitors of the PMA/ionomycin-induced NF-kB reporter in HEK293 cells. HEK-293 NF-kB luciferase reporter, luminescence. inhibition, % at 3 µM. 62,000 tested, 0.21% active. AID 465;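 active = inhibition above the mean of all tested compounds plus 3 SD, cut at about 40% in these data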;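 also: 0% = stimulated DMSO wells and 100% = 10 µM reference inhibitor 5653914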
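Timing: 1 h pretreatment, 16 h stimulation, 37 °C; system: HEK-293 cells with stable firefly luciferase reporter driven by four HIV NF-kB elements; doses: 3 µM once, 0.30% DMSO; measured by: luciferase luminescence; control set: DMSO and 10 µM reference inhibitor; repeats: single test; reagent: PMA plus ionomycin mix as NF-kB-activating stimulus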
M1 ag: agonists of M1 muscarinic receptor. CHO-M1 cells, Fluo-4 calcium fluorescence, agonist mode; active compounds read high. B-score at 10 µM. 64,000 tested, 3% active. AID 626;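 active = fluorescence rise, raw or as B-score row- and column-corrected plate score, outside the 99.7% band of its plate's samples, either direction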
TNAP act mid DEA: activates human TNAP at intermediate phosphate acceptor concentration; P05186; purified TNAP, CDP-star luminescence, 100 mM DEA, 30 min; active compounds read high; scale: 0 levamisole-inhibited, 1 vehicle-only enzyme; activation factor at 20 µM; 64,000 tested, under 10 active;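 active = activation factor of at least 2 at 20 µM, relative to controls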
Target sequence (P05186 whole entry, looked up): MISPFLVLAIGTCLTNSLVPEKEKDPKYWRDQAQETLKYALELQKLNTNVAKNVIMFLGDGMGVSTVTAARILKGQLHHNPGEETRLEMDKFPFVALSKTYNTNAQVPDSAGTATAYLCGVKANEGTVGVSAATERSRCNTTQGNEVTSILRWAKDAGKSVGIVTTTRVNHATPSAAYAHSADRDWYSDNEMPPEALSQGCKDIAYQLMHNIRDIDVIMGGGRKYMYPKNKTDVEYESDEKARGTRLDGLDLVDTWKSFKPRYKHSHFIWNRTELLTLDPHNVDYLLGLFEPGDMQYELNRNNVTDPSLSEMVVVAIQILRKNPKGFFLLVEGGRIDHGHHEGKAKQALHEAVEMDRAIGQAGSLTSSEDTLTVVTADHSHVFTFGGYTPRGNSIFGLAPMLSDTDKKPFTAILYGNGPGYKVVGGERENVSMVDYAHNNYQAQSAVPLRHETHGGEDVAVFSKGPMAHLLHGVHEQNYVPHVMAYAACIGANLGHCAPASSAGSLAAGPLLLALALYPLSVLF
D1 mod: allosteric modulators of human D1 dopamine receptor; 58,000 tested, 5.9% active; HEK293 D1, CRE-luciferase, dopamine EC30 potentiation; actives deviate in either direction; P21728; AID 641; B-score at 10 µM;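 active = luminescence count or its row- and column-corrected plate score outside the 99.7% band of the plate's sample wells, on either side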
Target sequence (P21728 whole entry, looked up): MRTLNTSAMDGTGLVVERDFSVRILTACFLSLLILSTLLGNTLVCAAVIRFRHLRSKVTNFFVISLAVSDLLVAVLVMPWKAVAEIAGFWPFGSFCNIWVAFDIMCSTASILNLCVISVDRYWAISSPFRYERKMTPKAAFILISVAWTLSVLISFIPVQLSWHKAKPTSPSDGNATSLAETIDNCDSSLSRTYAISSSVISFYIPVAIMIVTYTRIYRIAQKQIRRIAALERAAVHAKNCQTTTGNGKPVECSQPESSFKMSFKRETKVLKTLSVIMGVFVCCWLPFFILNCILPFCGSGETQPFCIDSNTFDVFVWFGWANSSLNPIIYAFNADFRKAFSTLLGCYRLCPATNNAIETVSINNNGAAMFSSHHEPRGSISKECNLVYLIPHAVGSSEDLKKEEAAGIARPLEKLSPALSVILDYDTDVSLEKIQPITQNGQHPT
Active calls of the source: *; x = no result given; [ ] = remark or other dose.

SMILES	SF-1 act	M1 antagonist	Ecoli tolC	NADH coupling	Jurkat tox 60K	HEK293 NFkB inh	M1 ag	TNAP act mid DEA	D1 mod
N#Cc1cn(-c2ccccc2)nc1-c1cc2ccccc2oc1=O	14	-0.42	-6	3%[fluoresces]	-11	3	-0.43	0.9	1.8
CCCCCCn1ccc(=N)cc1	12	-1.3	-12	3%	41*	1	0.74	0.9	-1.9
Cn1c(=O)n(Cc2ccc(F)cc2)c(=O)c2c1nc1n2CCCN1Cc1ccccc1	-6	-0.42	13	3%	2	21	0.93	0.8	-0.24
CCn1c2ccccc2c2cc(NC(=O)CCCN3C(=O)CCC3=O)ccc21	-10	0.15	14	4%	1	15	-0.62	0.9	0.053
Cc1cn2c(-c3cccnc3)nnc2s1	4	-0.88	-10	6%	3	0	-0.3	0.9	-0.78
NC(=O)C1CCN(Cc2nnnn2Cc2ccco2)CC1	0	-0.31	-27	7%	-5	-10	-0.11	0.9	0.55
O=c1n(Cc2ccc(Cl)cc2)c2sc3c(c2c2ncnn12)CCCC3	8	0.23	75*	5%	-10	-6	-0.21	1	2.1
Cc1ccc(N(C=NC#N)CC(=O)N2CCN(c3ccccc3)CC2)cc1	-3	-3.4*	-1	8%	-5	20	0.2	0.8	0.63
CN(C(=O)COC(=O)c1ccccc1Nc1ccccc1)C1CCS(=O)(=O)C1 (configuration not stated)	3	-0.0043	8	8%	2	14	-0.24	1	2.4
COc1ccc(C2C(C(C)=O)=C(C)Nc3ncnn32)cc1OC (configuration not stated)	5	0.18	-6	7%	1	3	0.2	0.9	-0.14
Cc1noc(NS(=O)(=O)c2ccc(NC(=O)c3cnc4scc(C)n4c3=O)cc2)c1C	6	0.39	12	5%	4	18	0.38	1.1	2.1
CCOc1cc(S(=O)(=O)NCc2ccc3c(c2)OCO3)ccc1F	-14	0.64	0	2%	-3	1	-0.0036	0.9	-0.025
O=C(CCn1c(=O)[nH]c2ccsc2c1=O)N1CCN(Cc2ccc3c(c2)OCO3)CC1	1	-0.26	-11	8%	x	0	0	0.9	1.1
COc1ccc(-c2nnc(SCC(=O)c3cccs3)o2)c(OC)c1	0	0.26	21	2%	5	-2	0.75	0.9	-0.58
Cc1cccc(N2CCN(C(=O)Cn3sc4nc(C)cc(C)c4c3=O)CC2C)c1 (configuration not stated)	14	-0.62	-5	9%	7	2	5.3*	1	-0.1
Cn1ccnc1SCC(=O)c1ccc(Br)cc1	19	0.17	-10	5%	-2	-1	1.1	0.7	-0.22
COc1ccccc1OCC(=O)NCc1ccco1	-11	0.078	-24	10%	-13	16	-0.25	1	x
O=C(OCC(=O)c1c[nH]c2ccccc12)C1=COCCO1	109*	0.71	-4	4%	-4	-25	-1.1	0.9	-0.26
CCOC(=O)N1CCC(NCCNC(=O)c2cccs2)CC1	-6	-2.6*	-10	10%	x	8	28*	1	0.41
O=C(NCc1ccco1)c1cccnc1-c1nc2ccccc2s1	-16	-0.36	4	11%	-2	7	-0.29	0.9	5.9*
Cc1cccc(OCCCCCn2ccnc2)c1C	-10	-1.9	19	5%	15	13	-1.8	1	-1.2
Cc1cc(C)n(Cc2cc(C)c(Cn3nc(C)cc3C)cc2C)n1	-3	-0.27	1	2%	x	x	-1.5	0.9	-1
Cc1oc(-c2ccc(Cl)cc2)nc1CN1CCC(C(=O)N2CCc3ccccc3C2)CC1	-14	-3.7*	42	3%	7	15	5.7*	1	-0.63
O=C(NCc1ccco1)C1CCC(CNS(=O)(=O)c2cccc3cccnc23)CC1 (configuration not stated)	6	-0.023	-8	3%	6	6	-0.16	1	-0.41
NC(=O)c1ccc(OCC(F)(F)C(F)(F)C(F)(F)C(F)(F)C(F)(F)C(F)F)cc1	-6	0.083	15	4%	11	16	-0.28	0.9	-0.31

Sorted by formula weight (lowest first): part of the list above.
SMILES	SF-1 act	M1 antagonist	Ecoli tolC	NADH coupling	Jurkat tox 60K	HEK293 NFkB inh	M1 ag	TNAP act mid DEA	D1 mod
Cc1cc(C)n(Cc2cc(C)c(Cn3nc(C)cc3C)cc2C)n1	-3	-0.27	1	2%	x	x	-1.5	0.9	-1
Cc1ccc(N(C=NC#N)CC(=O)N2CCN(c3ccccc3)CC2)cc1	-3	-3.4*	-1	8%	-5	20	0.2	0.8	0.63
O=c1n(Cc2ccc(Cl)cc2)c2sc3c(c2c2ncnn12)CCCC3	8	0.23	75*	5%	-10	-6	-0.21	1	2.1

Part of the list above, in CSV form:
Structure,SF-1 act,M1 antagonist,Ecoli tolC,NADH coupling,Jurkat tox 60K,HEK293 NFkB inh,M1 ag,TNAP act mid DEA,D1 mod
COc1ccccc1OCC(=O)NCc1ccco1,-11,0.078,-24,10%,-13,16,-0.25,1,x
O=C(OCC(=O)c1c[nH]c2ccccc12)C1=COCCO1,109*,0.71,-4,4%,-4,-25,-1.1,0.9,-0.26
CCOC(=O)N1CCC(NCCNC(=O)c2cccs2)CC1,-6,-2.6*,-10,10%,x,8,28*,1,0.41

(more compounds)
SMILES	SF-1 act	M1 antagonist	Ecoli tolC	NADH coupling	Jurkat tox 60K	HEK293 NFkB inh	M1 ag	TNAP act mid DEA	D1 mod
CCOC(=O)N1CCN(c2ncnc3c2cnn3-c2ccc(OC)cc2)CC1	4	0.41	0	3%	x	x	-0.3	0.9	x
O=C(Nc1ccc2oc(-c3ccccc3)nc2c1)c1ccncc1	11	-0.31	-5	4%	8	0	0.0037	0.9	-0.35
Cc1ccc(-c2noc(CN(C(=O)c3cccs3)C(C)C)n2)cc1	9	-0.66	15	2%	-1	0	-1.2	0.9	-0.33
O=C(CCc1n[nH]c(=O)[nH]c1=O)N1CCOCC1	9	0.36	-18	3%	-1	10	-1.5	1	0.2
COc1ccc(-n2ncc3c(Nc4cccc(C)c4)ncnc32)cc1	80*	0.16	-1	10%	x	x	-0.31	0.9	x
COc1ccc(CCNC(=O)Cn2c(-c3nonc3N)nc3ccccc32)cc1OC	-12	-2.2	-11	7%	9	24	-1.2	1	-0.29
CCOC(=O)c1cccc(S(=O)(=O)N(CCO)Cc2cc3cc(OC)c(OC)cc3[nH]c2=O)c1	-3	0.11	11	3%	-7	2	0.0015	1	x
Cc1onc(-c2ccccc2Cl)c1C(=O)NCc1ccc2c(c1)cc(C)n2C	-15	-0.18	18	3%	7	17	0.69	0.9	-0.91
COc1ccc(S(=O)(=O)Nc2ccc3c(c2)OCO3)cc1C(=O)O	2	1	-1	6%	-6	3	0.72	1	-0.34
COc1cccc(/C=C/c2ccncc2)c1OC	2	-0.037	6	9%	7	11	-0.08	0.9	-0.24
COc1ccc(C2N(c3ccc(OC)cc3)C(=O)C3CCCN32)cc1 (configuration not stated)	-1	-0.15	-6	1%	4	-1	-0.15	1	-0.95
COc1ccc(NC(=O)c2cc(-c3cc(C)ccc3O)n[nH]2)cc1Cl	-12	-0.091	-4	4%	12	3	-0.44	1.1	1.3
O=C(NCCCN1CCCC1)c1ccc(CS(=O)(=O)c2ccc(Br)cc2)o1	-1	-1.2	-12	1%	0	8	0.84	1	-0.46
CCN1C(=O)C(Cc2nc3ccccc3c(=O)n2C)c2ccccc21 (configuration not stated)	-19	0.013	4	2%	-5	8	-0.18	0.9	0.32
COc1ccc2[nH]c(=O)c(CN(C3CCCCC3)C(c3nnnn3Cc3ccco3)C(C)C)cc2c1 (configuration not stated)	2	-0.26	19	1%	3	9	-0.26	0.9	0.69
CC(=O)NCc1nc2ccccc2n1Cc1ccccc1F	4	-0.26	4	4%	x	6	0.03	1	0.27
O=C(CN1CCN(c2nc(-c3ccccc3)cs2)CC1)Nc1ccc2c(c1)OCO2	-8	0.28	8	2%	-5	5	0.023	0.9	-0.0058
Cc1ccc(S(=O)(=O)N2CCCC2C(=O)N2CCCCCC2)cc1 (configuration not stated)	-5	-0.32	-7	9%	-1	5	-0.79	0.9	0.094
C=CCN1CC(c2nc3ccccc3n2CCOc2ccccc2)CC1=O (configuration not stated)	4	0.0037	-2	0%	5	10	0.73	0.9	0.17
O=C(Nc1ccc(-c2nc3ccccc3[nH]2)cc1)C1CCCO1 (configuration not stated)	18	0.012	1	5%	24	-24	0.25	0.9	-5*
COc1ccc(C2CC(C(F)(F)F)n3nc(CO)c(Cl)c3N2)cc1OC (configuration not stated)	9	-0.016	-3	4%	-3	19	0.68	1	2.3
O=C(NC1CCCCC1)c1ccc(S(=O)(=O)N2CCCCC2)cc1	14	0.49	13	1%	4	14	-1.4	0.9	1.1
Cc1cc(N2C(=O)C(=O)/C(=C(/O)c3ccc(F)cc3)C2c2ccc(F)cc2)no1 (configuration not stated)	-10	0.14	8	3%	x	x	-0.64	0.9	-0.31
CCCc1cc(=O)oc2c(CN3CCN(C)CC3)c(O)c(Cl)cc12	-2	0.38	7	6%[fluoresces]	x	x	-0.71	1	x
O=C1Nc2ccccc2C12OCCO2	-1	0.031	-12	1%	1	12	-1.1	0.9	-0.82
SMILES	SF-1 act	M1 antagonist	Ecoli tolC	NADH coupling	Jurkat tox 60K	HEK293 NFkB inh	M1 ag	TNAP act mid DEA	D1 mod
Cc1cccc(C)c1NC(=O)COC(=O)c1nonc1N	-19	-0.0028	-24	2%	-1	6	0.32	0.9	-0.1
CCN1CCN(CC(=O)Nc2c(C(=O)OC)[nH]c3cccc(Cl)c23)CC1	-2	-0.5	-9	6%	8	12	0.55	1	0.16
CCN(CCCNC(=O)CCCCn1c(=O)[nH]c2ccccc2c1=O)c1ccccc1	-5	-1.3	8	3%	-10	3	-0.08	0.9	0.83
CN=C(Nc1cc(C)nn1CCC#N)c1ccc(F)cc1	3	-0.31	-14	9%	-3	8	-0.67	0.9	-0.52
CCCn1c(SCc2ccccn2)nc2c1c(=O)n(C)c(=O)n2C	0	0.52	-7	4%	10	5	0.099	1	1.7
CC(=O)CSc1nnc(CSc2ncccn2)n1C1CCCCC1	-16	0.59	-1	3%	4	10	0.36	1	0.54
Cc1occc1C(=O)N1CCN(C(=O)C2CCCO2)CC1 (configuration not stated)	-11	0.0085	6	2%	0	5	0.26	1	0.33
CCOC(=O)CCC(=O)N1CCOCCN(C(=O)CCC(=O)OCC)CCOCC1	-12	0.48	-15	9%	-8	-13	0.21	0.9	0.19
COC(=O)c1ccc(CSc2ncnc3c2nnn3-c2ccc(OC)cc2)o1	-3	0.47	-2	2%	6	13	0.25	0.9	-0.4
CCOc1ccccc1C1C(C#N)=C(N)Oc2cc(C)n(Cc3ccccn3)c(=O)c21 (configuration not stated)	-12	-0.033	-17	9%	3	4	0.16	0.9	0.37
COc1ccc(C(=O)Nc2cccc(-c3nc4ncccc4o3)c2C)cc1OC	-35	0.29	-12	4%	-4	0	0.53	0.9	-1.5
Cn1c(=O)cc(OCC(=O)Nc2ccccn2)c2ccccc21	-4	-0.77	-2	5%	-8	-1	0.65	0.9	-0.096
CC(=O)NC1(C2CCCCC2=O)CCCCC1 (configuration not stated)	17	1.2	-12	4%	-4	15	3.6*	1	-0.083
COc1cc2cc(C)c3nnc(SCC(N)=O)n3c2cc1OC	-6	-0.53	7	7%	7	12	0.28	0.9	0.8
COCCn1c(SCC(=O)Nc2nnc(C)s2)nnc1-c1ccncc1	5	0.12	-13	3%	-4	5	-0.073	0.8	0.085
O=C(Nc1ccc(N2CCOCC2)cc1)C1CCCN(S(=O)(=O)c2cccc(C(F)(F)F)c2)C1 (configuration not stated)	-9	0.67	-7	6%	-4	5	0.27	0.8	0.22
O=C(Nc1cccc(-c2cnc3ccccc3n2)c1)c1ccco1	55*	-0.44	39	2%	-2	-8	4.3*	0.9	-1.9
